KDM4E inh: inhibitors of human JMJD2E histone demethylase; JMJD2E catalytic domain, FDH-coupled NADH fluorescence (FDH is formaldehyde dehydrogenase); Potency, µM (titrated, usually from 57.1 µM), without a hit: at the top dose activity change, negative = inhibition, hits mostly inhibitors; B2RXH2; AID 2147; 230,000 compounds, 1.6% hits; active = well fitted inhibition curve with a large enough effect, not every such curve was filed as active; inconclusive = small, poorly fitted or top-dose-only effect, or another doubt; inactive = no such curve, though single readings can be large or run the other way;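 note: 0% = wells with enzyme and -100% = buffer wells without enzyme; nearly all actives have a fitted effect of over 50% in size; many of its hits are not listed in these tables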
GoLoco inh red: inhibitors of human Gai1-RGS12 GoLoco interaction (red fluorophore). P63096. Gai1:RGS12 GoLoco peptide FP, rhodamine, 10 min. Potency, µM (highest dose often 61.6 µM), without a hit: at the top dose activity, negative = inhibition, usual class: inhibitors. 230,000 compounds, 0.44% hits. AID 880; active = well fitted inhibition curve with a large enough effect, not every such curve was filed as active; inactive = no such curve, though single readings can be large or run the other way; note: nearly all actives have a fitted effect of over 30% in size; many of its hits are not listed in these tables
TexasRed fluor: Texas Red fluorescence interference in TRb-SRC2 counter-screen | TRb/SRC2 Texas Red total fluorescence interference | Potency, µM (series often up to 106 µM), for inactives: at the highest dose fluorescence change, negative = quenching | 280,000 compounds, 0.29% hits | AID 1479; active = well fitted curve in either direction with a large enough effect; inconclusive = small, poorly fitted or top-dose-only effect
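Human TRb ligand-binding domain at 0.6 uM with 20 nM Texas Red SRC2 peptide in Tris buffer containing 1 uM T3 and 5% DMSO, incubated with compound 5 h at ambient temperature. Total fluorescence (555/632 nm) calculated as parallel + 2 × perpendicular.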
RECQ1 helicase: RECQ1 (human) helicase inhibition. RECQ1 DNA unwinding, red fluorescence kinetic read. Potency, µM (titrated, usually from 57.3 µM), inactives show top-dose activity, negative = inhibition, actives largely listed as inhibitors. 240,000 compounds, 0.54% hits. AID 2549;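 note: plate controls were vehicle for no effect and no enzyme for full effect; nearly all actives have a fitted effect of over 30% in size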
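RECQ1T1 50 nM; forked duplex (20 bp + 30-nt ss tails) 200 nM, ATP 2 mM final; pH 8.0, 2 mM MgCl2, 2.5 ug/ml poly(dI-dC); 15 min compound preincubation; discontinuous kinetic read over 2 h at RT.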
L3MBTL1 inh: inhibitors of human L3MBTL1 | Q9Y468 | AlphaScreen L3MBTL1–H3K9me1 peptide binding | Potency, µM (highest dose often 57.1 µM), without a hit: top-dose activity, negative = inhibition, most hits filed as inhibitors | 230,000 compounds, 0.66% hits; note: nearly all actives have a fitted effect of over 60% in size
Target sequence (Q9Y468 whole entry, looked up): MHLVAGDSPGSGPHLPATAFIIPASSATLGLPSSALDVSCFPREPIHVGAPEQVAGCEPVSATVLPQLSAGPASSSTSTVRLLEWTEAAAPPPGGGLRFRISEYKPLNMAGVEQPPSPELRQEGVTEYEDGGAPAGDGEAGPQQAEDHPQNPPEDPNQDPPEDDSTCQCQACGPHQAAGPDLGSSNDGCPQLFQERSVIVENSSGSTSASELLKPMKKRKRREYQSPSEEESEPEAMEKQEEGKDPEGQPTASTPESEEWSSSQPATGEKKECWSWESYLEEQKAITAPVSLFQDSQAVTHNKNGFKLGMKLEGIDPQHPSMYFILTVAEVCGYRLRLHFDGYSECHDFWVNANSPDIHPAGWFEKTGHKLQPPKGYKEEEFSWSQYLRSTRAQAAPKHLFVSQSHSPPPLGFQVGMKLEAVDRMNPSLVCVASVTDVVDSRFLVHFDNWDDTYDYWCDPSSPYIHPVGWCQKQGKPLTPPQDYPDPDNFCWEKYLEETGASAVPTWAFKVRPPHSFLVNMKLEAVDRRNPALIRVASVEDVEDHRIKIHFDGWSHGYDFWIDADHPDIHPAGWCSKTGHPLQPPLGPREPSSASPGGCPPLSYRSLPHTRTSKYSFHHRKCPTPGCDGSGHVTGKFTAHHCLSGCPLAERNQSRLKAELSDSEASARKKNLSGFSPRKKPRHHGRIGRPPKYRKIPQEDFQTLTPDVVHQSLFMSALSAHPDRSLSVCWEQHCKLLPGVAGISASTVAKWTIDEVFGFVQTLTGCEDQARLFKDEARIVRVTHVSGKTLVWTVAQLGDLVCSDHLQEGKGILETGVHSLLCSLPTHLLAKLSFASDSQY
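L3MBTL1 (50 nM) pre-complexed 30 min with biotinylated H3(1-15)K9me1 peptide (75 nM), then compounds added for 30 min at room temperature; AlphaScreen streptavidin donor/nickel chelate acceptor beads (10 ug/mL final) read after 30 min dark incubation.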
TRb SRC2 PPI: TRbeta-SRC2 interaction inhibition. AID 1469. P10828. 280,000 compounds, 0.065% hits. Potency, µM (series often up to 106 µM), for the others: at the top dose activity change, negative = inhibition, usual class: inhibitors. TRbeta-SRC2 peptide binding, fluorescence polarization; receptor liganded with 1 µM T3;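 note: plate controls were bound peptide for no effect and peptide without receptor for full effect; nearly all actives have a fitted effect of over 50% in size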
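Polarization signal, normalized between peptide-alone and full complex controls, measured compound effects on T3-liganded human TRb LBD (0.6 uM) binding 20 nM Texas Red SRC2 peptide after 5 hr.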
Tau FP inhib: blocks human tau fibril formation measured by polarization. P10636. K18 P301L tau heparin fibrillization, Alexa594 FP, 6 h. Potency, µM (series often up to 57.7 µM), for inactives: at the highest dose activity, negative = inhibition, hits mostly inhibitors. 280,000 compounds, 0.39% hits; note: nearly all actives have a fitted effect of over 55% in size
Target sequence (P10636 561-689 P618L limits assumed): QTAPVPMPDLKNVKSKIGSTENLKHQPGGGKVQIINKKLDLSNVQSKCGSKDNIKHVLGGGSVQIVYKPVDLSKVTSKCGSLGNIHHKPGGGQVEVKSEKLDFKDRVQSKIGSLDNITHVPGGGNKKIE
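Recombinant K18 P301L […], labeled with Alexa 594 at 0.24 uM over 15 uM unlabeled; heparin inducer 20 uM final; 37 C, 6 hr; FP endpoint.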
Tau ThT inhib: inhibitors of human tau fibril formation, thioflavin T binding; Potency, µM (titrated, usually from 57.4 µM), for the others: at the highest dose activity, negative = inhibition, actives largely listed as inhibitors; 270,000 compounds, 2.1% hits; recombinant tau K18 P301L, heparin-induced fibrillization, ThT fluorescence; AID 1460; note: nearly all actives have a fitted effect of over 55% in size
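Fibril formation assay: tau K18 P301L at 15 uM with trace Alexa 594 label, heparin inducer 20 uM, pH 7 sodium acetate buffer, 37 C for 6 hr; endpoint ThT signal.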
Starred values were filed as active, the others as inactive; i = inactive; ? = inconclusive; · = no result given; [ ] = dose if it differs, or a comment. Unless noted, calls come from the whole dose curve; as a rule, active = well fitted curve in the direction sought with a large enough effect; inconclusive = small, poorly fitted or top-dose-only effect, or another doubt; inactive = no such curve, though single readings can be large; an effect the other way counts as inactive or inconclusive. Unless noted, % is set by controls: 0 for no effect and ±100 for the full control effect; potency is the fitted concentration of half-maximal effect.

| SMILES | Tau FP inhib | KDM4E inh | GoLoco inh red | L3MBTL1 inh | TexasRed fluor | TRb SRC2 PPI | Tau ThT inhib | RECQ1 helicase |
| --- | --- | --- | --- | --- | --- | --- | --- | --- |
| CC(=O)c1ccc(OCC(O)CNCc2ccc3c(c2)OCO3)cc1 (centres undefined) | 6% | 3% | 2% | · | -3% | -2% | · | -3% |
| COC(=O)c1ccc(COc2ccccc2/C=N/Nc2cccc(C(=O)O)c2)cc1 | 1% | -20% | -4% | -14% | -2% | 10% | -12% | -7% |
| Cc1ncoc1C(=O)N1CCCC(C(=O)c2ccc(-c3ccccc3)cc2)C1 (centres undefined) | 6% | -5% | 4% | -14% | 0%[53 µM] | -1%[53 µM] | -11% | -28% |
| Cc1ccc2c(CC(=O)Nc3ccc(S(=O)(=O)N4CCCCC4)cc3)coc2c1C | ? | · | · | · | -2% | 1% | 12% | · |
| Fc1ccc(Nc2ncnc3sc4c(c23)CCC4)cc1 | -7% | 2% | 7% | 10% | -1% | 0% | ? | 0% |
| COC(=O)CSc1cc([N+](=O)[O-])cc2c1c(C1OCCO1)nn2-c1ccccc1 | 2% | 4% | 8% | 1% | 1% | 1% | -4% | -3% |
| N#Cc1ccc(OCC(=O)N/N=C/C2CC=CCC2)cc1 (centres undefined) | 2% | 35%[activator] | 12% | 23% | 0% | 5% | -6% | -9% |
| Nc1nsc2ccccc12 | ? | ? | -3% | -3% | -1% | -15% | 13µM* | -12% |
| COc1ccc(N2CCN(c3oc(COc4ccccc4)nc3C#N)CC2)cc1 | ? | -7% | -3% | ? | -3% | 7% | ? | -3% |
| COc1ccccc1Nc1nc(NCC2CCCO2)c2ccccc2n1 (centres undefined) | 5% | 0% | -110% | -5% | -2% | -5% | -3% | 2% |
| COc1c(C)cccc1C(=O)Nc1cccc2ccc(C)nc12 | -3% | · | · | · | -22% | 4% | -15% | · |
| Cc1ccc(C(=O)N[C@H](C(=O)OCC(=O)c2ccc[nH]2)C(C)C)cc1 | 3% | 3% | -17% | 0% | 1% | -1% | 5% | -3% |
| CCCCCN(C(=O)CN(C)Cc1ccc(OC)cc1OC)c1c(N)n(CCCC)c(=O)[nH]c1=O | 9% | 7% | -6% | · | 0% | -2% | -9% | i |
| O=C(O)c1ccccc1-c1ccccc1C(=O)Nc1cccc(O)c1 | 5% | -4% | 12% | 5% | -2% | 3% | -2% | i |
| CN(Cc1ccccc1)C(=O)c1ccc(CSc2nc3cccnc3n2Cc2ccccc2F)cc1 | 1% | · | · | · | 4% | -2% | ? | · |
| O=C(N/N=C\c1ccc(F)cc1)c1csnn1 | -12% | 3% | -11% | -1% | 1% | 1% | ? | 1% |
| Cc1nn(C)c(Cl)c1S(=O)(=O)N1CCC(CO)(CCc2ccccc2)CC1 | 11% | -8% | 9% | -11% | -2% | -1% | 1% | -7% |
| COc1ccc2c(=O)c(-c3nc(C)cs3)coc2c1 | 2% | 5% | 10% | 3% | 1% | 1% | ? | 2% |
| O=c1c2c3c(sc2n2c(=S)[nH]nc2n1-c1ccccc1)CCC3 | 6% | 0% | -24% | · | -4% | -7% | · | -3% |
| CSc1nc(C)cc(-n2cc(F)c(=O)[nH]c2=O)n1 | 5% | -2% | 3% | 0% | 2% | 3% | -6% | 7% |
| O=C1NC[C@@H](Cc2cccc3ccccc23)N(CCc2cc(C(F)(F)F)cc(C(F)(F)F)c2)C1=O | -1% | -10% | 8% | · | 1% | -5% | -4% | i |
| COc1ccc(Nc2nc(NN)nc(C)c2[N+](=O)[O-])cc1 | -7% | -25% | -7% | -5% | -3% | 12% | 14µM* | -10% |
| CCc1ccc(NC(=O)CSc2nc(-c3ccccc3)c(C#N)c(=O)[nH]2)cc1 | -2% | · | · | · | 6% | -2% | ? | · |
| COc1ccc(OC)c(Nc2ncnc3sc(-c4ccccc4)cc23)c1 | -1% | ? | 9% | 25% | -2% | -1% | -5% | 8% |
| COc1cccc(/C=N/NC(=O)c2cnccn2)c1OC | 0% | -3% | 3% | 1% | -4% | 2% | -12% | -13% |
| COc1ccc(NC(=O)CCSc2ccc(C)cc2)cc1S(=O)(=O)Nc1ccccc1Cl | ? | -3% | · | 2% | -6% | -3% | -9% | -14% |
| CCc1cccc2c(SCC(=O)NCC3CCCO3)nc(-c3ccc(F)cc3)nc12 (centres undefined) | -1% | 2% | -1% | 36%[activator] | -3% | 8% | -7% | 4% |
| CC1CCC(NC(=O)CN2C(=O)COc3ccc(S(=O)(=O)N4CCCC4)cc32)CC1 (centres undefined) | -2% | -8% | 1% | -2% | -10% | -4% | 1% | -3% |
| CN(C(=O)c1cnccn1)c1nnc(-c2cnccn2)s1 | -1% | 6% | -4% | 2% | 0% | -9% | -7% | -16% |
| COc1ccc(OC)c(CN2CCCC(CO)C2)c1 (centres undefined) | ? | 5% | -8% | · | 4% | -18% | 0% | i |
| Cc1cc(Br)ccc1NC(=O)c1c(C)oc2ncnc(N3CCCCC3)c12 | 4% | · | · | · | 2% | -5% | -17% | · |
| CCOP(=O)(OCC)C(Nc1ccccc1)c1ccccc1C(F)(F)F (centres undefined) | 15% | 1% | 0% | -6% | -2% | 1% | -9% | -19% |
| CCOc1ccc(OCC)c(NC(=O)CCc2nc3cccnc3n2Cc2cccs2)c1 | 11% | · | · | · | 2% | 1% | ? | · |
| COCCNC(=O)C1CCCN(S(=O)(=O)c2c(C)noc2/C=C/c2cccs2)C1 (centres undefined) | ? | 5% | 4% | · | 0% | -7% | · | 1% |
| O=C(CN1CCC(C(O)(c2ccccc2)c2ccccc2)CC1)Nc1cc(Cl)ccc1Cl | 0% | -8% | 31%[activator] | 12% | 1% | 10% | 6% | 0% |
| O=C(Cc1ccc(S(=O)(=O)N2CCCCC2)s1)Nc1ccc(F)c(F)c1 | ? | 1% | -8% | -4% | 0% | -2% | 2% | -8% |
| O=C(N/N=C/c1ccc([N+](=O)[O-])cc1)c1ccc(COc2ccccc2-c2ccccc2)cc1 | 3% | ? | 4% | -3% | -2% | -8% | ? | -9% |
| CCN(CC)C(=O)c1sc2nc(Cc3ccccc3)[nH]c(=O)c2c1C | -11% | ? | 23% | -3% | 2% | -1% | -11% | i |
| Cc1sc2nc(CN3CCCC3)nc(N3CCN(S(=O)(=O)c4cccs4)CC3)c2c1C | 8% | -16% | · | 0% | 4% | 1% | -8% | i |
| O=C(O)CCc1ccc(-c2ccccc2)n1CC(=O)Nc1ccccc1C(F)(F)F | 4% | · | · | · | 10% | 7% | -7% | · |
| Cn1c(C(=O)NCCc2ccccc2)cc(=O)n(C)c1=O | -7% | -2% | -8% | · | -2% | 2% | -5% | -13% |
| COC(=O)C1CCN(C(=O)c2cc(OC)c(OC)c(OC)c2)CC1 | -5% | -4% | -8% | -3% | 1% | -5% | -5% | -1% |
| COC(=O)c1ccc(C2C(C(=O)Nc3ccccc3)=C(C)Nc3nc4ccccc4n32)cc1 (centres undefined) | ? | · | · | · | -8% | 3% | 12% | · |
| COCc1ccc(CN2CCc3c([nH]c4ccccc34)C2C(C)(C)C)o1 (centres undefined) | -4% | ? | 18% | 6% | 0% | 11% | -15% | -9% |
| O=c1[nH]c(CSc2ncnc3sccc23)nc2cc(C(F)(F)F)ccc12 | -4% | ? | 64%[activator] | · | -1% | 2% | 8% | i |
| Cc1cc(C)cc(NC(=O)c2ccccc2CC[N+](=O)[O-])c1 | 4% | 3% | -10% | 25% | 2% | 6% | 0% | 2% |
| Cc1ccc(-c2nnc(Nc3cccc(Cl)c3)c3ccccc23)cc1S(=O)(=O)N1CCOCC1 | ? | · | · | · | 5% | -8% | 3% | · |
| O=C(CSCc1ccccc1F)NCc1ccccc1 | -1% | ? | 4% | 6% | -3% | 3% | -6% | -7% |
| COc1ccc(C)cc1-n1c(SCC(=O)Nc2cc(C)on2)nc2sc(C)c(C)c2c1=O | 0% | 2% | 38%[activator] | -5% | 0% | 3% | -13% | i |
| O=C(O)Cc1ccc(NC(=O)c2ccc(Cl)c(Cl)c2)cc1 | -1% | ? | 12% | 3% | 0% | -4% | 1% | i |
| Cc1ccc(C)c(CSc2nc3ccncc3n2CC(=O)Nc2ccc(C)c(C)c2)c1 | -15% | -12% | 13% | -8% | -2% | 2% | -9% | 0% |
| CC(/C=N/N1CCN(c2ccccn2)CC1)=C\c1ccccc1 | -1% | 5% | -6% | -11% | -2% | -6% | ? | -1% |
| CCn1c(=O)c2c(nc3n2CC(C)CN3CCc2ccccc2)n(C)c1=O (centres undefined) | 8% | -1% | · | -7% | -1% | 8% | -11% | -7% |
| Cc1nc2cc(-c3ccccc3)nn2c(C)c1CCC(=O)N1CCN(c2ccc(F)cc2)CC1 | 2% | · | · | · | -6% | -3% | ? | · |
| COC(=O)c1ccc(C(NC(=O)OCc2ccccc2)/C(C)=C/[C@@H](C)C(=O)N(C)Cc2cccnc2)cc1 (some centres undefined) | 2% | 3% | -6% | · | -8% | -3% | -21% | -13% |
| O=C(N/N=C/c1ccc([N+](=O)[O-])o1)c1cc(-c2cccc(Br)c2)nc2ccccc12 | ? | -2% | -2% | 3% | 0% | -1% | ? | -1% |
| Cc1ccc(C)c(-n2c(CNC(=O)c3ccco3)nnc2SCC(=O)N2CCc3ccccc32)c1 | -1% | 0% | 8% | -2% | -1% | -1% | -13% | -4% |
| O=C(/C=C/c1cccs1)c1ccc(N2CCOCC2)cc1 | -5% | -10% | 7% | · | -4% | 3% | 16µM* | -7% |
| CCOC(=O)c1cc2c(=O)[nH]ccc2nc1C(F)(F)F | 1% | ? | 8% | -12% | -2% | 1% | 1% | -4% |

4 neighbouring compounds already listed, for reference:
| SMILES | Tau FP inhib | KDM4E inh | GoLoco inh red | L3MBTL1 inh | TexasRed fluor | TRb SRC2 PPI | Tau ThT inhib | RECQ1 helicase |
| --- | --- | --- | --- | --- | --- | --- | --- | --- |
| Cc1cc(Br)ccc1NC(=O)c1c(C)oc2ncnc(N3CCCCC3)c12 | 4% | · | · | · | 2% | -5% | -17% | · |
| CCOP(=O)(OCC)C(Nc1ccccc1)c1ccccc1C(F)(F)F (centres undefined) | 15% | 1% | 0% | -6% | -2% | 1% | -9% | -19% |
| CCOc1ccc(OCC)c(NC(=O)CCc2nc3cccnc3n2Cc2cccs2)c1 | 11% | · | · | · | 2% | 1% | ? | · |
| COCCNC(=O)C1CCCN(S(=O)(=O)c2c(C)noc2/C=C/c2cccs2)C1 (centres undefined) | ? | 5% | 4% | · | 0% | -7% | · | 1% |

Some of the compounds tested; rates above refer to the full screens.
